TbPYK inhibitor = T. brucei pyruvate kinase inhibition | Q57TT1 | TbPYK enzyme, Kinase-Glo Plus ATP luminescence, 45 min | Potency, µM (highest dose often 76.8 µM), without a hit: top-dose activity, negative = inhibition, hits mostly inhibitors | 410,000 tested, 0.12% active | AID 624173; active = well fitted inhibition curve with a large enough effect; inconclusive = small, poorly fitted or top-dose-only effect; also: nearly all actives have a fitted effect of over 50% in size
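Assay buffer: 50 mM TEA pH 7.2, 100 mM KCl, 10 mM MgCl2, 0.05% BSA, 0.01% Tween-20. Pyruvate kinase from T. brucei plus substrate met compound, then ADP (130 uM final). Luminescence was read post 45 min RT.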
An asterisk follows results filed as active; ? = inconclusive; [ ] = remark or other dose. % is scaled to controls: 0 for no effect and ±100 for the full control effect; potency is read from the fitted curve at half-maximal effect. These rows are one share of the data; rates above refer to the full screens.

SMILES	TbPYK inhibitor
Cc1ccc2nc(NC(=O)c3cccn(Cc4ccccc4F)c3=O)sc2c1	3.9%
S=C(Nc1ccccc1)Nc1ccccn1	-3.1%
COc1ccc(NC(=O)N2CCC3(CC2)CCN(C(=O)c2cccn2C)CC3)cc1	2.2%
COc1ccccc1-c1nnc(C2CCN(C(=O)c3cccc(Cl)c3)CC2)o1	-5.7%
C[C@H](CO)N1C[C@H](C)[C@@H](CN(C)C(=O)Nc2ccccc2)Oc2cc(Br)ccc2S1(=O)=O	-3.2%
Cc1ccc(S(=O)(=O)N2CCC(C(=O)Nc3cc(C)ccc3C)CC2)cc1	1.2%
CC[C@@H](C)[C@@H](CO)NC(=O)[C@H]1O[C@@H](n2cnc3c(N)ncnc32)[C@H](O)[C@@H]1O	-10.5%
O=c1ccc2cccc([N+](=O)[O-])c2[nH]1	-1.1%
CCOC(=O)C1CCCN(C(=O)c2cc(-c3cccs3)oc2C)CC1 (stereo unspecified)	-3.0%
COc1cccc(CNC(=O)c2cc(Sc3cccc(Cl)c3)nc3ccccc23)c1	-4.7%
COc1cc2c(cc1OC)C(COc1cc(C)cc(C)c1)N(C(=O)COc1ccccc1)CC2 (stereo unspecified)	-2.9%
Cc1cccc(C)c1Nc1c(-c2ccccn2)nc2c(C)cccn12	0.2%
COc1cc(-c2cc3nc(NCc4cccc(Cl)c4)ccn3n2)cc(OC)c1OC	-1.5%
COc1cccc(CNCCSc2nnnn2C)c1OCc1ccccc1F	-0.4%
COc1ccc(C(O)c2ncc(-c3ccc(Cl)cc3)[nH]2)cc1 (stereo unspecified)	-11.7%
O=C(Nc1ccccc1)c1cc(C2COCCN2C(=O)c2ccccn2)on1 (stereo unspecified)	3.0%
Cc1nc(-c2ccc(S(=O)(=O)N3CCN(c4cccc(Cl)c4)CC3)cc2)co1	-4.7%
Cc1ccc2c(c1)N(C(=O)N1CCC(C(=O)NCc3cccc(Br)c3)CC1)CCO2	-1.1%
COc1cccc(CSc2nc3n(n2)C(c2ccc(C(=O)O)cc2)C(C(=O)Nc2ccccc2)=C(C)N3)c1 (stereo unspecified)	-2.6%
COc1ccc(C=C(C(=O)c2ccccc2)C(=O)c2ccccc2)cc1	1.9%
CCCCN(CCCC)S(=O)(=O)c1ccc(C(=O)Nc2sc3c(c2C(N)=O)CCN(CC)C3)cc1	-3.7%
CCOc1ccc(CNC(=O)CC(C)n2nc(C)cc2C)cc1OC (stereo unspecified)	0.4%
COc1cc2[nH]c(=O)n(Cc3ccc(C(=O)N4CCN(c5cc(Cl)ccc5C)CC4)cc3)c(=O)c2cc1OC	-2.5%
COc1ccccc1-c1noc(-c2ccc(NCC3CCCO3)c([N+](=O)[O-])c2)n1 (stereo unspecified)	-3.7%
CC(=O)Nc1nnc([N+](=O)[O-])s1	-1.5%
CCN(c1ccc(Cl)cc1)S(=O)(=O)c1nnc(NC(=O)c2ccco2)s1	2.5%
Cc1cn([C@H]2C[C@H](O)[C@@H](CNCc3ccc(CN(C)S(C)(=O)=O)o3)O2)c(=O)[nH]c1=O	2.7%
CCOC(=O)c1c(N)n(-c2ccc(C)c(C)c2)c2nc3ccccc3nc12	-6.3%
CCOC(=O)c1cc(S(=O)(=O)N2CCN(c3ccccc3OC)CC2)[nH]n1	-6.6%
N#C/C(=C\c1ccc(OCc2ccc(Cl)cc2Cl)cc1)c1nc2ccccc2[nH]1	7.8%
O=S(CC(O)c1ccccc1)c1ccccc1 (stereo unspecified)	-15.9%
CC1CCn2c(nc3cc(C(=O)NCc4ccccc4)ccc32)C1 (stereo unspecified)	0.2%
Cc1onc(-c2c(F)cccc2Cl)c1C(=O)Nc1cc2cc([N+](=O)[O-])ccc2oc1=O	4.8%
CCN(c1ccc(Cl)cc1)S(=O)(=O)c1nnc(NC(=O)C2CCCCC2)s1	-1.1%
C[C@H](CO)N1C[C@H](C)[C@@H](CN(C)S(=O)(=O)c2ccc3c(c2)OCCCO3)OCc2cn(nn2)CCCC1=O	5.7%
CCOc1ccccc1NC(=O)Cn1nnc2sc3c(c2c1=O)CCC(C(C)(C)C)C3 (stereo unspecified)	-0.8%
CCN(CC(=O)Nc1ccc(NC(C)=O)cc1)C(=O)C1CC(=O)N(c2ccc3c(c2)OCCO3)C1 (stereo unspecified)	0.4%
COc1ccccc1NC(=O)C(Cc1ccccc1)NS(=O)(=O)c1cccc2nsnc12 (stereo unspecified)	-0.5%
Cc1nc2ccc(S(=O)(=O)N(C)CC(=O)Nc3cccc(C(F)(F)F)c3)cc2s1	4.1%
Cc1ccc(-c2cn3nc(N4CCCC(C(=O)Nc5ccc(F)cc5)C4)sc3n2)cc1 (stereo unspecified)	4.2%[15.4 µM]

Arranged by count of non-hydrogen atoms (highest first): some entries from above.
SMILES	TbPYK inhibitor
CCCCN(CCCC)S(=O)(=O)c1ccc(C(=O)Nc2sc3c(c2C(N)=O)CCN(CC)C3)cc1	-3.7%
Cc1ccc(-c2cn3nc(N4CCCC(C(=O)Nc5ccc(F)cc5)C4)sc3n2)cc1 (stereo unspecified)	4.2%[15.4 µM]
Cc1nc2ccc(S(=O)(=O)N(C)CC(=O)Nc3cccc(C(F)(F)F)c3)cc2s1	4.1%

(listing goes on)
SMILES	TbPYK inhibitor
CC1(c2nnnn2Cc2ccccc2)CCC(=O)N1CCOc1ccccc1 (stereo unspecified)	7.4%
CCn1cc(C(=O)N2CCN(c3ccc(C)cc3)C(C)C2)c(=O)c2cc(S(=O)(=O)N3CCCC3)ccc21 (stereo unspecified)	-5.3%
CN1CCN(C(=O)OC2CC3CC2[C@H]2CCCCN2C3=O)CC1 (stereo partly specified)	-0.8%
CCOC(=O)c1cc2c(=O)n3ccccc3nc2n(CC(C)C)c1=NC(=O)C(C)Oc1ccccc1 (stereo unspecified)	-3.6%
COc1cccc(CC(=O)Nc2ccc3c(c2)c(=O)n(C)n3-c2ccc(C(C)(C)C)cc2)c1	1.3%
CCOC(=O)c1cc(-c2ccccc2)n(CCCC(=O)Nc2cccc(C)c2)c1C	6.5%[15.4 µM]
Cc1ccc(NC(=O)C2CCCN(c3nnc(C)c4c(C)n(-c5ccccc5)nc34)C2)cc1Cl (stereo unspecified)	2.8%
CN(C)c1ccc(NC(=O)Nc2nnc([C@H]3C[C@H](O)[C@@H](CO)O3)s2)cc1	?
CCOc1ccc(CC(=O)Nc2c(C(=O)c3ccccc3)oc3ccc(Cl)cc23)cc1OCC	0.1%
Cc1ccc(-n2ncc3c(N(CCO)Cc4ccccc4)ncnc32)cc1	-6.0%
CCCS(=O)(=O)N1CC(=O)N(c2cccc(Cl)c2)C(C)(C(=O)NC2CCCCC2)C1 (stereo unspecified)	4.0%[15.4 µM]
CC1=C(c2ccc(C)c(C)c2)S(=O)(=O)N(Cc2ccc(C(=O)NC(C)c3ccccc3)cc2)C1=O (stereo unspecified)	-12.5%
COC(=O)c1c(NC(=O)C2COc3ccccc3O2)sc2c1CCN(C(=O)OC)C2 (stereo unspecified)	1.7%
CC(=O)N1CCCc2cc(S(=O)(=O)N3CCCC(C(=O)Nc4cc(Cl)ccc4C)C3)ccc21 (stereo unspecified)	5.8%
COc1cccc(NC(=O)CSC2=Nc3ccccc3C3=NC(CC(=O)NCCc4ccccc4)C(=O)N23)c1 (stereo unspecified)	4.5%
CN(C)S(=O)(=O)c1ccc2c(c1)nnn2CCNC(=O)Nc1ccc(Cl)cc1	0.8%
COc1ccc(-c2c(C(=O)c3ccccc3)[nH]c(N)c2C(=O)c2ccccc2)cc1OC	4.2%
Cc1ccc(CN(C(=O)c2ccccc2Br)C2CCS(=O)(=O)C2)o1 (stereo unspecified)	-6.2%
Cc1ccc(S(=O)(=O)c2cn(Cc3ccc(F)cc3)c3cc(F)c(F)cc3c2=O)cc1	1.0%
CCCNC(=O)C1Cc2cc(S(=O)(=O)N3CCCCCC3)ccc2N1C(C)=O (stereo unspecified)	1.2%
COc1ccc(N=C2SCC(=O)N2C)cc1	-1.8%
COc1ccc(-c2nc3cc(NC(=O)COc4ccc(F)cc4)ccc3o2)cc1	4.4%
COc1ccc(-c2nc(SCC(=O)Nc3ccccc3)c(-c3ccc(F)cc3)[nH]2)cc1OC	-2.6%
Cc1ccc(-n2nnnc2CNC(=O)c2ccccc2F)cc1C	0.6%
CC1(C(=O)NS(=O)(=O)c2cccc(C#N)c2)CCN1C(=O)C1CCCCC1 (stereo unspecified)	0.5%
Cn1cc(-c2coc3c(C(=O)NCc4ccco4)cccc23)cn1	0.2%
CCCC(=O)NC(C)c1nc2ccccc2n1Cc1ccccc1 (stereo unspecified)	-5.6%
Cc1ccc(C)c(Cn2c(C)c(CNCc3ccc(F)cc3)c(C(=O)O)c2C)c1	-2.7%
COCC(=O)Oc1cc(-c2ccc(C)cc2C)c(OC(=O)COC)c(-c2ccc(C)cc2C)c1	-4.1%
C=CCC(CC=C)(CNC(=O)C(=O)Nc1cccc(C(F)(F)F)c1)c1ccccc1	4.4%
Cc1[nH]c2ccccc2c1SCCNC(=O)c1ccc(F)cc1	-9.1%
Cc1cc(C)cc(NC(=O)CCC(=O)N2Cc3ccccc3Oc3ncccc32)c1	4.1%
COC(=O)c1ccccc1NC(=O)c1sc2nc(C)cc(C)c2c1NC(=O)c1ccccc1Cl	1.7%
CCOc1cc(/C=N/NC(=O)c2nnn(-c3nonc3N)c2C)ccc1OCc1ccc(C)cc1	-3.8%
O=S(=O)(c1ccc(-c2cc(C(F)(F)F)on2)s1)N1CCN(c2cccc(Cl)c2)CC1	4.2%
O=C(NCc1cccc(Cl)c1)c1ccc(-n2ccnc2)c2ccoc12	0.7%
CCc1ccccc1NC(=O)Cn1nnc(C(=O)Nc2ccc(OC)c(OC)c2)c1N	17.3%
CC(=O)N1CCc2c(sc3c2c(=O)n(-c2ccccc2C)c(=O)n3CC(=O)c2ccccc2)C1	0.7%
COc1cc(OC)cc(-c2c(Sc3ccccc3)c3cc(-c4ccc(OC)c(OC)c4)ccc3n2C)c1	-0.8%
CC(C)c1ccc(NC(=O)C2CCN(S(=O)(=O)c3ccc(Br)s3)CC2)cc1	0.7%
O=C(Nc1cccc(S(=O)(=O)C(F)(F)F)c1)[C@@H]1O[C@H](CO)[C@@H](O)[C@H]1O	2.6%
COc1ccc(C(CC(=O)Nc2ccc(C)cn2)N2Cc3ccccc3C2=O)cc1OC (stereo unspecified)	-12.6%
O=S(=O)(c1ccccc1)N1CCC2(CCCN(c3ncccn3)C2)CC1	-10.0%
CCCn1c2ccccc2c2cnn(CC(=O)N3CCN(c4ccccc4)CC3)c(=O)c21	-1.4%
Cc1ccc(C)c(N2CCN(C(=O)CCc3c(C)nc4c(c3C)c(=O)n(C)c(=O)n4C)CC2)c1	-16.3%
CCCCNC(=O)C1(C)CCCCN1C(=O)c1ccc(OC)c(C(F)(F)F)c1 (stereo unspecified)	0.6%
Cc1ccc(Cn2cc(C(=O)c3ccc4c(c3)OCO4)c(=O)c3cc(C)ccc32)cc1	0.3%
Cn1c(=O)c2c(-c3ccc(Cl)cc3)n(Cc3ccccc3)cc2n(C)c1=O	1.4%
CCOCCc1nn2c(=O)cc(COC(=O)c3ccccc3NC(=O)CC(C)C)nc2s1	-3.3%
Cc1ccc(S(=O)(=O)N(C)C)cc1NC(=O)COC(=O)c1cccs1	-10.4%
Cc1ccccc1S(=O)(=O)Cc1ccc(C(=O)NCc2ccccc2Cl)o1	1.1%
O=C(c1ccc2c(c1)N(Cc1ccc(Cl)cc1)C(=O)c1ccccc1S2=O)N1CCCCC1 (stereo unspecified)	5.1%
Cc1ccc(N(C)S(=O)(=O)c2nnc(NC(=O)CC(C)C)s2)cc1	-11.1%
Cc1cccc(C)c1-n1nnnc1C1(C)CCC(=O)N1C1CC1 (stereo unspecified)	-1.4%
Cc1c2cnn(CC(=O)NCc3ccccc3)c(=O)c2c(C)n1Cc1cccc(Cl)c1	-8.9%
CCc1nc2ccc(C(=O)NCCC(C)C)cn2c1N(C)Cc1ccc(OC)cc1	-2.6%
COc1ccc(OC)c(NC(=O)Cc2c(C(=O)O)n(C)c3ccc(C)cc23)c1	1.5%
CC(=O)N1CCCc2cc(S(=O)(=O)N3CCC(C(=O)Nc4cccc(Cl)c4C)CC3)ccc21	-9.3%
COc1cccc(NC(=O)CCCn2c(=O)c3cccn3c3cccnc32)c1	-5.5%
OC(c1ccc(Cl)c(F)c1)c1ncc(-c2ccccc2F)[nH]1 (stereo unspecified)	-3.9%

In another format: results already given
Cc1c2cnn(CC(=O)NCc3ccccc3)c(=O)c2c(C)n1Cc1cccc(Cl)c1
  TbPYK inhibitor: -8.9%
Cc1ccc(N(C)S(=O)(=O)c2nnc(NC(=O)CC(C)C)s2)cc1
  TbPYK inhibitor: -11.1%
Cn1c(=O)c2c(-c3ccc(Cl)cc3)n(Cc3ccccc3)cc2n(C)c1=O
  TbPYK inhibitor: 1.4%
CCCn1c2ccccc2c2cnn(CC(=O)N3CCN(c4ccccc4)CC3)c(=O)c21
  TbPYK inhibitor: -1.4%

Later entries:
SMILES	TbPYK inhibitor
CN1CCN(C2CN(Cc3cn(Cc4ccc(Cl)cc4)nn3)S(=O)(=O)C2)CC1 (stereo unspecified)	1.2%
Fc1ccc([C@@H]2Nc3ccccc3[C@@H]3C=CC[C@@H]32)cc1	-26.6%
O=C1CN(C(=O)COc2ccccc2)C(c2ccc(F)cc2)c2cc(Br)ccc2N1 (stereo unspecified)	1.2%
COc1cccc(-c2cnc3c(NC=O)cc(-c4ccccc4)cn23)c1	-7.7%
CS(=O)(=O)c1cccc(-c2nnc(NC(=O)c3ccc4c(c3)OCCO4)o2)c1	-4.9%
Cc1ccc(C)c(Nc2nn3c(=O)c4cc5c(cc4nc3s2)OCO5)c1	-4.4%
Cn1c(SCC(=O)N2CCOCC2)ncc(C(=O)Nc2ccccc2)c1=O	1.1%
CC1(Cc2ccccc2Cl)C(=O)Nc2cc(-c3ccccc3Cl)ccc21 (stereo unspecified)	-7.0%
CCCC(=O)Nc1nnc(SCC(=O)Nc2ccc(OCC)cc2)s1	5.1%

Screening data from PubChem.
